DT40 TDP1 no CPT – qHTS for Inhibitors of human tyrosyl-DNA phosphodiesterase 1 (TDP1): qHTS in cells in absence of CPT; DT40 Tdp1-/- hTDP1 cells, no CPT, ATP luminescence, 48 h; Potency, µM (series often up to 46.2 µM), inactives show at the top dose activity change, negative = growth inhibition, most hits filed as inhibitors; 420,000 compounds, 15% hits; also: nearly all actives have a fitted effect of over 55% in size
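Seeded 400 DT40-hTDP1 cells/well (vehicle DMSO, no 20 nM CPT); pinned compounds; ≥48 hr at 37 °C; CellTiter-Glo luminescence as viability measure.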
TDP1 inh – inhibitors of human tyrosyl-DNA phosphodiesterase TDP1. Q9NUW8. recombinant TDP1, AlphaScreen DNA substrate cleavage. Potency, µM (top dose mostly 130 µM), inactives show at the top dose activity change, negative = inhibition, hits mostly inhibitors. 350,000 compounds, 0.28% hits. AID 485290; also: nearly all actives have a fitted effect of over 40% in size
Target sequence (Q9NUW8 whole entry, looked up): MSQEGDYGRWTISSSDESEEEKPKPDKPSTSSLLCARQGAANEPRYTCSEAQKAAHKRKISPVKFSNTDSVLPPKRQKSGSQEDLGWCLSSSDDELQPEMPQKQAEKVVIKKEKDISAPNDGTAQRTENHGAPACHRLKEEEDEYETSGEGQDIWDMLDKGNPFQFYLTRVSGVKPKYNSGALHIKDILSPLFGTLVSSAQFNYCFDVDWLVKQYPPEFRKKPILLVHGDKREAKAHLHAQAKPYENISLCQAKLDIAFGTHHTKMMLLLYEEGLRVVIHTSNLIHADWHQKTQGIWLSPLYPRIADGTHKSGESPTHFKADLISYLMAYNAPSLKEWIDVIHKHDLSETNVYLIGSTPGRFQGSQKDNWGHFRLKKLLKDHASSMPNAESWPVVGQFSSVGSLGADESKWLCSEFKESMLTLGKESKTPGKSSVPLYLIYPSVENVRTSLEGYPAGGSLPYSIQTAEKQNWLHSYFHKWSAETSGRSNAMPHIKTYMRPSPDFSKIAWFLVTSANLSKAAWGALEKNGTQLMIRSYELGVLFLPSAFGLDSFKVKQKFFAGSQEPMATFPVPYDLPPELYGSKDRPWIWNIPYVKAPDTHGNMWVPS
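Here, a 5' biotin and 3' phosphotyrosine-FITC DNA oligonucleotide reports Tdp1 activity: intact substrate bridges AlphaScreen beads, while cleavage leaves a 3' phosphate and drops signal. All incubations at room temperature.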
TDP1 cell CPT – growth inhibition of DT40 Tdp1-/-;hTDP1 cells with camptothecin (screen for TDP1 inhibitors); chicken DT40 Tdp1-/-;hTDP1 cells + 20 nM CPT, ATP luminescence, 48 h; Potency, µM (doses to about 46.2 µM), without a hit: top-dose activity change, negative = growth inhibition, actives largely listed as inhibitors; 420,000 compounds, 12% hits; also: nearly all actives have a fitted effect of over 55% in size
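Cell growth measured by CellTiter-Glo luminescence after a minimum 48 h, 37 C compound exposure with 20 nM CPT in Tdp1-knockout DT40 cells stably expressing hTDP1, seeded 400/well; qHTS titration format.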
Active calls of the source: *; ? = inconclusive; · = no result given; & = joins results of further samples; [ ] = another dose, or the depositor's remark. Calls follow the shape of the dose curve; as a rule, active = well fitted curve in the direction sought with a large enough effect; inconclusive = small, poorly fitted or top-dose-only effect, or another doubt; inactive = no such curve, though single readings can be large; an effect the other way counts as inactive or inconclusive. % is scaled to controls: 0 for no effect and ±100 for the full control effect; potency is read from the fitted curve at half-maximal effect.

SMILES	DT40 TDP1 no CPT	TDP1 inh	TDP1 cell CPT
CN(C)c1ccc(C(CC(=O)O)C(=O)O)cc1 (stereo not drawn)	3%	-12%	-3%
Cc1cc(C)cc(Oc2ccc(C(F)(F)F)cc2C#N)c1	-22%	2%	-10%
O=c1cnc2cnc(N3CCOCC3)nc2n1CCc1ccccc1	3%	·	8%
CCc1cccc(C)c1NC(=O)C(c1ccccc1)N1CCC1=O (stereo not drawn)	-8%	3%	-18%
Fc1ccc(Nc2ncnc3sccc23)cc1	-20%	13%	-2%
COc1ccc(CNC(=O)C(C#N)c2nc3ccccc3nc2N2CCN(C)CC2)cc1 (stereo not drawn)	-29%	7%	?
Cc1cc(NC(=O)CSCc2ccc([N+](=O)[O-])cc2)no1	18%	8%	9%
CCC(C)[C@H]1CNC(=S)N1CCC12CC3CC(CC(C3)C1)C2 (stereo partly drawn)	15µM*	1%	16µM*
CN(C)CCN(Cc1cc2cc3c(cc2nc1Cl)OCO3)C(=O)c1ccco1	?	·	17%
CN(C)CCN(C(=O)c1ccco1)c1nc2cc3c(cc2s1)OCCO3	3.7µM*	4%	4.6µM*

Full records, looked up by structure. Order of screens: DT40 TDP1 no CPT | TDP1 inh | TDP1 cell CPT
Fc1ccc(Nc2ncnc3sccc23)cc1 as listed: -20% | 13% | -2%
CN(C)CCN(Cc1cc2cc3c(cc2nc1Cl)OCO3)C(=O)c1ccco1 as listed: ? | · | 17%
CN(C)c1ccc(C(CC(=O)O)C(=O)O)cc1 (stereo not drawn) as listed: 3% | -12% | -3%
CCc1cccc(C)c1NC(=O)C(c1ccccc1)N1CCC1=O (stereo not drawn) as listed: -8% | 3% | -18%

The main list resumes; the two compounds before the break are reprinted first.
SMILES	DT40 TDP1 no CPT	TDP1 inh	TDP1 cell CPT
CN(C)CCN(Cc1cc2cc3c(cc2nc1Cl)OCO3)C(=O)c1ccco1	?	·	17%
CN(C)CCN(C(=O)c1ccco1)c1nc2cc3c(cc2s1)OCCO3	3.7µM*	4%	4.6µM*
CCOc1cccc(CC(=O)N2CCc3c([nH]c4ccccc34)C2c2ccc(C)cc2)c1OCC (stereo not drawn)	18µM*	5%	?
O=C1NC2(Nc3ccccc31)C(=O)Nc1ccccc12 (stereo not drawn)	?	-1%	-25%
COCCC(=O)N1CCC(Oc2ccc(C(=O)N3CCC[C@H]3CO)cc2)CC1	3%	4%	-22%
O=C(c1ccco1)N1CCN(Cc2csc(-c3ccccc3Cl)n2)CC1	21µM*	9%	?
O=C(COc1ccccc1)N1CCNC1=O	-5%	4%	-12%
Cc1nc(N2CCCCC2C)c2c(C)c(C(=O)Nc3ccccc3C(F)(F)F)sc2n1 (stereo not drawn)	?	-8%	?
CCC(=O)Nc1nc2ccccc2n1CCN1CCOCC1	-2%	-2%	-8%
COc1ccccc1OCC(=O)NCC1(N2CCOCC2)CCCCC1	-56%	4%	?
CC(=O)c1ncnn1CC(=O)c1ccc(Cl)cc1Cl	-7%	2%	-25%
FC(F)(F)c1ccc(CN2C[C@@H]3C(c4ccc(Cl)nc4)C4(c5cccnc5)CC3(C4)[C@H]2c2ccccc2)cc1 (stereo partly drawn)	16µM*	12%&7%	?
COCCNC(=O)Cn1c(=O)oc2cc(S(=O)(=O)N3CC(C)CC(C)C3)ccc21 (stereo not drawn)	-1%	0%	?
CCOC(=O)N1CCN(C(=O)COc2cc(C)c(Cl)c(C)c2)CC1	?	6%	-7%
COc1ccc2c(Cl)c(C(=O)N/N=C/c3cccnc3)sc2c1	-5%	·	-2%
Cc1c(N(C)S(=O)(=O)c2cc(C(=O)N3CCCC3)ccc2Cl)c(=O)n(-c2ccccc2)n1C	3%	5%	-15%
O=C(NCC(c1cccnc1)N1CCN(c2ccc(F)cc2)CC1)c1cccc(Cl)c1 (stereo not drawn)	10µM*	2%	16µM*
O/N=C1\CCCc2oc3c(c21)CCCC3	-5%	11%	-35%
CCOc1ccc(NC(=O)C2CCCN(c3nnc(-n4c(C)ccc4C)s3)C2)cc1 (stereo not drawn)	?	3%	?
C/C(=N\NC(=O)CSCc1cccc(Br)c1)c1ccc([N+](=O)[O-])cc1	-12%	4%	-12%
CCOC(=O)N1CCN(Cc2c(O)ccc3ccccc23)CC1	2%	8%	-21%
COCCn1c(=O)[nH]c2cc(C(=O)NCc3ccccc3)ccc2c1=O	-20%	2%	-6%
COc1cc(C2NC(=O)NC(c3ccccc3)=C2C(C)=O)cc(Cl)c1OCC(=O)O (stereo not drawn)	-6%	11%	3%
COc1cc(N2CCCC2)c(OC)cc1/C=C(/C#N)c1ccc(F)cc1	?	8%	?
CN(C)c1ccc(/C=C/c2nc3ccccc3s2)cc1	0.1µM*	8%	16µM*
CCN1C(=O)[C@H]2[C@@H](c3ccc(-c4ccccc4)c(OC)c3)N[C@@](CC(C)C)(C(=O)OC)[C@H]2C1=O	15µM*	2%	18µM*
N/C(=N\OC(=O)CCCc1ccccc1)c1cccc([N+](=O)[O-])c1	-20%	6%	-1%
Cc1nc(CS(=O)c2ccccc2)cc(N2CCOCC2)n1 (stereo not drawn)	-5%	1%	-30%
CCOC(=O)c1ccc(NC(=O)N2CCN(c3ccccn3)CC2)cc1	-25%	2%	0%
Cc1ccc(CNC(=O)C(=O)Nc2nccs2)cc1	0%	3%	6%
COC(=O)N/N=C/c1cn(CCOc2cccc(OC)c2)c2ccccc12	21µM*	·	?
O=C(CC1SCCNC1=O)Nc1ccccc1Cl (stereo not drawn)	14%	6%	12%
C[C@H](CO)N1C[C@H](C)[C@H](CN(C)C(=O)Cc2ccncc2)Oc2ncc(Br)cc2C1=O	5%	·	4%
C[C@@H]1CN([C@@H](C)CO)C(=O)CCCn2nncc2CO[C@H]1CN(C)Cc1ccccc1	10%	·	7%
CCCOc1ccc(N2C(=O)CC(NCc3cccs3)C2=O)cc1 (stereo not drawn)	12%	3%[56.1 µM]	9%
CC(=O)c1cccc(NC(=O)N2CCCc3ccccc32)c1	-9%	7%	1%
N=C1S/C(=C\c2ccc(O)cc2)C(=O)N1c1ccc(F)cc1	?	0%	-16%
CCOC(=O)C1CCN(C(=O)CN(c2ccc(Cl)c(C(F)(F)F)c2)S(C)(=O)=O)CC1	?	2%	?
CC(=O)Nc1ccc(CN2CCCC(CO)(Cc3cccc(Cl)c3)C2)cc1 (stereo not drawn)	?	·	?
O=Cc1c(SCCO)nc2ccccn2c1=O	19%	-3%	2%
CCCOc1ccc(C(=O)NCC(c2ccco2)N(C)C)cc1OC (stereo not drawn)	12%	3%	4%
COC(=O)c1ccccc1Oc1c(F)c(F)nc(N2CCOCC2)c1F	-5%	·	-26%
c1ccc(Cc2nnc(Sc3ccccc3)c3ccccc23)cc1	?	-4%	?
CCC(=O)N1CCN(c2ccccc2NC(=O)c2cccc(C)c2)CC1	?	3%	-26%
O=C(NCc1ccc(Cl)cc1Cl)Nc1ccccc1	?	·	?
Cc1cccc(S(=O)(=O)c2cn(Cc3ccc(F)cc3)c3cc(N4CCCCC4)c(F)cc3c2=O)c1	-5%	9%	-3%
O=C(CN1CCN(Cc2ccc(Cl)cc2)CC1)N/N=C/C=C/c1ccccc1[N+](=O)[O-]	18µM*	5%	?
O=C(Nc1ccccc1)NC1CCN(Cc2c(F)cccc2Cl)CC1	?	-4%	3%
COc1ccc(C(=O)Cc2nnc(C)s2)cc1	4%	5%	1%
CC(C)Cc1cc(C(=O)N2CCCC(CCC(=O)N(C)CCc3ccccn3)C2)no1 (stereo not drawn)	3%	0%	-7%
CC1CCN(CCCCOc2cccc(C(C)C)c2)CC1	?	·	16µM*
CN1OC[C@@H]2CN(C(=O)C(C)(C)C)[C@H](c3ccc(-c4cccnc4)cc3)C[C@@H]21	-6%	·	-13%
(cont.)
SMILES	DT40 TDP1 no CPT	TDP1 inh	TDP1 cell CPT
CC(C)Oc1cc(F)ccc1-c1cc(C(=O)Nc2ccccc2)[nH]n1	23µM*	·	?
CCn1c(SCC(=O)Nc2c(C)n(C)n(-c3ccccc3)c2=O)nc2c1c(=O)n(C)c(=O)n2C	-11%	6%	7%
Cc1ccc(C(=O)NCCNC(=O)c2ccc(C)nc2)cc1	-23%	6%	-6%
COC(=O)c1ccc2nc(-c3ccco3)c(Cc3ccccc3)n2c1	21µM*	·	26µM*
COC(=O)c1c(Sc2ccccc2)c2ccccc2n1C	-6%	·	-3%
O=C(Nc1ccc2ccccc2c1)c1ccccc1F	5%	1%	6%
Cc1ccc(S(=O)(=O)N2CCN(C(=O)c3ccc(OCc4c(C)noc4C)cc3)CC2)cc1	?	7%	?
CC1(C)NS(=O)(=O)Oc2ccccc21	9%	·	7%
CCCC(=O)Nc1cccc(-c2cn3c(C)csc3n2)c1	?	0%	-26%
CC(C)(C)OC(=O)NOCC(=O)N(CC(=O)c1ccccc1)Cc1ccccc1	-22%	3%	-3%
CC(C)CCc1noc(CN(C)CC2CCN(Cc3ccccc3)CC2)n1	?	3%	-22%
C#Cc1ccc([C@H]2C=C(C(=O)O)O[C@@H](OCc3ccc(CO)cc3)C2)cc1	-2%	·	-29%
O=C(NCCc1ccccc1)c1ccccc1NS(=O)(=O)N1CCCC1	-15%	5%	-23%
CCc1ccc(NC(=O)CCS(=O)(=O)c2ccc3c(c2)CCN3C(C)=O)cc1	?	3%&-1%	-3%&-8%
O=C(Cc1cccs1)NC1CC(=O)N(c2ccc(Cl)cc2)C1 (stereo not drawn)	7%	-5%	0%
CCOC(=O)C1CCCN(/C=C2\SC(=S)N(CC)C2=O)C1 (stereo not drawn)	?	·	-25%
COc1cccc(-c2nccc(NCc3cccs3)n2)c1	?	·	?
CC(CN1CCCCC1)OC(=O)/C=C/c1ccccc1 (stereo not drawn)	22%	2%	-3%
c1ccc(OCCN2C3=NCCN3c3ccccc32)cc1	?	4%	-27%
Cc1ccc2c(c1)NC(=O)C(CC(=O)N(C)Cc1ccccc1)O2 (stereo not drawn)	-20%	-3%	-24%
CC(=O)NC1(c2cccc(F)c2)CCN(CC(=O)NC(C)C)CC1	-4%	1%	2%
c1ccc(CSc2ccc(-c3ccccn3)nn2)cc1	?	3%	?
Cc1cc(/C=N/n2cnnc2)c(C)n1-c1ccccc1	-10%	7%	-25%
CCOC(=O)c1cc(CC)sc1N	-7%	3%	1%
Cc1cc(C)c2c(c1)/C(=N/NC(=O)c1ccc(O)cc1)CCC2	-3%	5%	3%
CCOc1ccccc1N(CC(=O)N1CCN(Cc2ccccc2)CC1)S(=O)(=O)c1ccccc1	8.2µM*	·	23µM*
C=CC(=O)N1C/C(=C/c2ccccc2)C(=O)/C(=C\c2ccccc2)C1	0.73µM*	·	0.73µM*
Cc1cc(NC(=O)Nc2cccc(C(F)(F)F)c2)n(C)n1	1%	2%	-6%
COCCNC(=O)C(c1ccc(OC)cc1)N(Cc1ccco1)C(=O)CCC(=O)Nc1ccccn1 (stereo not drawn)	0%	3%[0.0935 µM]	-3%
COC(=O)[C@@]12C[C@@H](CC(=O)NCC34CC5CC(CC(C5)C3)C4)C(=O)N(Cc3ccco3)C1=CCC(C)(C)C2	15µM*	·	16µM*

Three of these compounds in another layout:
canonical_smiles | DT40 TDP1 no CPT | TDP1 inh | TDP1 cell CPT
O=C(Nc1ccc2ccccc2c1)c1ccccc1F | 5% | 1% | 6%
Cc1ccc(S(=O)(=O)N2CCN(C(=O)c3ccc(OCc4c(C)noc4C)cc3)CC2)cc1 | ? | 7% | ?
CC1(C)NS(=O)(=O)Oc2ccccc21 | 9% | · | 7%

Additional entries:
SMILES	DT40 TDP1 no CPT	TDP1 inh	TDP1 cell CPT
COc1ccc(NC(=O)N2CCCC2C(=O)Nc2ccc(C)c(Cl)c2)cc1 (stereo not drawn)	-21%	5%	1%
CC(C)(C)c1ccc(OCC(=O)Nc2ccc(S(=O)(=O)Nc3ncccn3)cc2)cc1	-7%	2%	-12%
O=c1[nH]c(=O)n(C2CCCO2)cc1F (stereo not drawn)	1%	6%&0%&2%	1%
O=C(Nc1ccccc1)C1Cc2c(-c3cccc(F)c3)ccnc2O1 (stereo not drawn)	?	·	21µM*
Cc1ccc(Cn2c(=O)n(Cc3ccc(Cl)cc3)c(=O)c3cccnc32)cc1	?	3%	-30%
Fc1ccc(CNc2ccccn2)cc1	-22%	-6%	?
O=C1OCCN1C(=O)[C@H]1[C@H](c2ccccc2)C(c2ccc(F)cc2)=NN1c1ccccc1	-4%	-3%[56.1 µM]	-16%
CC1CCCCC1NC(=O)CSc1nnc(-c2ccco2)n1N (stereo not drawn)	9%	·	-4%
CCCCc1oc2ccccc2c1C(=O)c1cc(I)c(N(CC)CCOCC)c(I)c1	4.5µM*	5%	7.1µM*

Screens deposited in PubChem by National Center for Advancing Translational Sciences (NCATS).
